Assay outcomes: PubChem, National Center for Advancing Translational Sciences (NCATS)
G9a inh = qHTS Assay for Inhibitors of Histone Lysine Methyltransferase G9a | Histone-lysine N-methyltransferase EHMT2 (Homo sapiens), Q96KQ7 | G9a H3K9 monomethylation, AlphaScreen, 2 h | Potency, µM (top dose mostly 102 µM), inactives show at the top dose activity, negative = inhibition, usual class: inhibitors | 350,000 tested, 8.8% active | AID 504332, 2011; note: potency is the fitted concentration of half-maximal effect; % is set by controls: 0 for no effect and ±100 for the full control effect; nearly all actives have a fitted effect of over 75% in size
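AlphaScreen read-out: biotin-H3K9 peptide (500 nM) methylation by 20 nM enzyme with 20 uM SAM, 2 h at room temperature after 15 min compound preincubation; anti-monomethyl H3K9 antibody plus donor/acceptor beads, 10 min dark.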
PI4K2A inh = qHTS for small molecular inhibitors of PI4K2A. AID 1346378, 2018. 420,000 tested, 0.13% active. purified PI4K2A, ADP-Glo luminescence, 1 h; active compounds read low. activity change, negative = inhibition, % at 76.9 µM; in the data active = activity change below about -50%; inconclusive = mostly about -30% to -49%;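 note: -100% = wells without enzyme as full effect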
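In this quantitative HTS, ADP production by PI4K2A was quantified luminescently after 1 h at ambient temperature; 100 microM adenosine served as plate-quality control.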
HP1b binding inh = HTS for Inhibitors of HP1-beta Chromodomain Interactions with Methylated Histone Tails. Chromobox protein homolog 1 (Homo sapiens), P83916. Potency, µM (titrated, usually from 114 µM), for the others: top-dose activity change, negative = inhibition, actives largely listed as inhibitors. AID 540317, 2011. 390,000 tested, 0.56% active. AlphaScreen HP1-beta / biotin-H3K9me3 peptide binding; note: potency is the fitted concentration of half-maximal effect; nearly all actives have a fitted effect of over 70% in size; inactives centre near 23
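AlphaScreen: HP1-beta (50 nM) preformed 30 min with biotin-H3(1-18)K9me3 peptide (50 nM) in PBS pH 7.4, 0.01% Tween-20. Compound added for 30 min at RT, then streptavidin donor/nickel chelate acceptor beads (10 ug/mL) for 30 min.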
GLS inhibitor = qHTS for Inhibitors of Glutaminase (GLS). 410,000 tested, 0.21% active. GLS enzymatic activity, qHTS titration. AID 624170, 2012. Glutaminase kidney isoform, mitochondrial (Homo sapiens), O94925. Potency, µM (top dose mostly 45.5 µM), inactives show at the highest dose activity change, negative = inhibition, usual class: inhibitors; note: potency is the fitted concentration of half-maximal effect; % is set by controls: 0 for no effect and ±100 for the full control effect
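Two-point fluorescence kinetic (t0, 30 min RT) for hKGA; glutamate detected via glutamate oxidase–HRP–Amplex Red. Substrate: 1 mM L-glutamine solution; buffer 45 mM KH2PO4, pH 8.2.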
ERG Ets-DNA blk = qHTS for Small Molecule Inhibitors of the ERG Ets/DNA interaction. Transcriptional regulator ERG (Homo sapiens), P11308. fluorescence polarization, His-ERG Ets domain / labelled DNA. Potency, µM (doses to about 76.9 µM), for inactives: at the highest dose FP activity, negative = inhibition, most hits filed as inhibitors. 370,000 tested, 0.028% active. AID 624246, 2012; active = well fitted inhibition curve with a large enough effect in the polarisation, with a control signal flat; inconclusive = small, poorly fitted or top-dose-only effect, or effect the other way, or a change in a side signal; inactive = no such curve, though single readings can be large or run the other way; the % refers to the polarisation;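 note: polarization taken with two DNA probes labelled with fluorescein and Texas red; potency is the fitted concentration of half-maximal effect; % of control where 0% means no effect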
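His-tagged ERG Ets domain (1 uM in the protein solution; 300mM KCl, 50mM Tris-HCl, 1mM EDTA, 1mM DTT, pH 7.5) received compound, then a probe mix of 5 nM fluorescein-DNA and 100nM Texas-615-DNA. Fluorescence polarization was read for both dyes.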
Tb PGK inh = qHTS Assay to Find Inhibitors of Phosphoglycerate Kinase | 380,000 tested, 0.043% active | Potency, µM (titrated, usually from 57.5 µM), for inactives: at the highest dose activity change, negative = inhibition, usual class: inhibitors | AID 602233, 2012 | PGK/GAPDH coupled, Kinase-Glo luminescence, 60 min; note: potency is the fitted concentration of half-maximal effect; % is set by controls: 0 for no effect and ±100 for the full control effect; nearly all actives have a fitted effect of over 60% in size
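Luminescent ATP detection (Kinase-Glo Plus) follows a 60-minute room-temperature incubation, with wells lacking PGK as controls. Buffer: 100 mM TEA (pH 7.6), 5 mM MgCl2, 0.01% Tween-20. Coupling enzyme GAPDH (100 nM final) supplies unstable 1,3-BPG in-well.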
BAZ2B block = qHTS Assay for Inhibitors of BAZ2B; 360,000 tested, 4.4% active; Potency, µM (highest dose often 114 µM), without a hit: at the top dose activity change, negative = inhibition, actives largely listed as inhibitors; AlphaScreen BAZ2B-H3K14Ac peptide displacement; note: potency is the fitted concentration of half-maximal effect; % is set by controls: 0 for no effect and ±100 for the full control effect; nearly all actives have a fitted effect of over 60% in size
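BAZ2B 50 nM plus b-H3(5-23)K14Ac 50 nM, PBS pH 7.4/0.01% Tween-20, 30 min RT; compound added (max 110 uM), 30 min RT; streptavidin donor/Ni-chelate acceptor beads 10 ug/mL final, 20 min dark; AlphaScreen read.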
JMJD2A Tudor inh = qHTS Assay for Inhibitors of JMJD2A-Tudor Domain; AID 504339, 2011; AlphaScreen JMJD2A-Tudor / H3K4me3 peptide binding; Lysine-specific demethylase 4A (Homo sapiens), O75164; 390,000 tested, 4.4% active; Potency, µM (series often up to 114 µM), without a hit: at the top dose activity change, negative = inhibition, most hits filed as inhibitors; note: potency is the fitted concentration of half-maximal effect; % is set by controls: 0 for no effect and ±100 for the full control effect; nearly all actives have a fitted effect of over 50% in size
Target sequence (O75164 whole entry, looked up, the tested form may be a part): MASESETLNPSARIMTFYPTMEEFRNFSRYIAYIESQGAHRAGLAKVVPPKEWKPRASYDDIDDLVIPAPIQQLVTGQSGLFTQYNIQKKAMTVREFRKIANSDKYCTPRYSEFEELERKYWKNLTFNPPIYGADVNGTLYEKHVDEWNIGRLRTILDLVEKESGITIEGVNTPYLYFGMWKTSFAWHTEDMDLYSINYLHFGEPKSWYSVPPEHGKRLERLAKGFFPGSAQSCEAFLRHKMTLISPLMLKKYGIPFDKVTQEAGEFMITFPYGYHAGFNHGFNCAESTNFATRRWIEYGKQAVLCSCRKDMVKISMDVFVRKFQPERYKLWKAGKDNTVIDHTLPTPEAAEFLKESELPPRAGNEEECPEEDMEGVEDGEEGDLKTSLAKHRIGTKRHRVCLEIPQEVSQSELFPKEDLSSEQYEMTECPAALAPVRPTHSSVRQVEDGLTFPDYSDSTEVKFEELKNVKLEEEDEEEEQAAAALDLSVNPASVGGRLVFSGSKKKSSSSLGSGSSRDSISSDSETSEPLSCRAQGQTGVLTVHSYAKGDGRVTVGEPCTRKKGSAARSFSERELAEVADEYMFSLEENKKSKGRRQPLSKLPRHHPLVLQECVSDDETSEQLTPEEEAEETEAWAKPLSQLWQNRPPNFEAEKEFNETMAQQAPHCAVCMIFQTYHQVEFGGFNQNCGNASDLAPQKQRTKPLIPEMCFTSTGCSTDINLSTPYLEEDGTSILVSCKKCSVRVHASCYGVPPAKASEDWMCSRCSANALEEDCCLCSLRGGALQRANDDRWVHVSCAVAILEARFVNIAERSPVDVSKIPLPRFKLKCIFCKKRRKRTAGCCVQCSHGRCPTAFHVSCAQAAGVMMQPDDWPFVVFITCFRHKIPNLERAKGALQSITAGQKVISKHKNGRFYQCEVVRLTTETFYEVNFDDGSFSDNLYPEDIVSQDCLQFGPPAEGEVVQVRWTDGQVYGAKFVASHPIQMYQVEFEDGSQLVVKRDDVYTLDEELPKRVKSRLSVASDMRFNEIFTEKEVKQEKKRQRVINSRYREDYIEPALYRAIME
Pin1 inh = qHTS Assay to Find Inhibitors of Pin1; Peptidyl-prolyl cis-trans isomerase NIMA-interacting 1 (Homo sapiens), Q13526; Pin1 FP peptide displacement, HiFluor488, 10 min; Potency, µM (titrated, usually from 115 µM), for inactives: at the top dose activity, negative = inhibition, usual class: inhibitors; 390,000 tested, 0.009% active; active = well fitted inhibition curve with a large enough effect in the polarisation, with a control signal flat, not every such curve was filed as active; inconclusive = small, poorly fitted or top-dose-only effect, or effect the other way, or a change in a side signal; inactive = no such curve, though single readings can be large or run the other way; the % refers to the polarisation; note: potency is the fitted concentration of half-maximal effect; % is set by controls: 0 for no effect and ±100 for the full control effect
Starred values were filed as active, the others as inactive; i = inactive; ? = inconclusive; . = no result given; [ ] = dose if it differs, or a comment. Unless noted, calls come from the whole dose curve; as a rule, active = well fitted curve in the direction sought with a large enough effect; inconclusive = small, poorly fitted or top-dose-only effect, or another doubt; inactive = no such curve, though single readings can be large; an effect the other way counts as inactive or inconclusive.

| SMILES | G9a inh | PI4K2A inh | HP1b binding inh | GLS inhibitor | ERG Ets-DNA blk | Tb PGK inh | BAZ2B block | JMJD2A Tudor inh | Pin1 inh |
| --- | --- | --- | --- | --- | --- | --- | --- | --- | --- |
| CCOC(=O)c1cnc(SC)nc1Oc1cccc(NC(=O)c2ccc(C)cc2)c1 | 1%[12.7 µM] | 4 | 37% | 1% | -6% | -4% | 6% | 22% | 0% |
| CCCCCn1nc(-c2ccccc2)c2nc3ccccc3nc21 | 350%[activator][59 µM] | 1 | 478%[activator] | -5% | 4% | -3% | 120%[activator][57.1 µM] | 149%[activator] | ? |
| Cc1ccc2c(=O)cc(C(=O)Nc3ccc(S(=O)(=O)N4CCCCCC4)cc3)oc2c1C | -28%[59 µM] | 1 | 22% | -1% | 3% | i | -13% | -23% | -17% |
| COc1cccc(CNC(=O)Cc2c(C(=O)O)[nH]c3ccccc23)c1 | -11%[59 µM] | 6 | 35% | -6% | -6% | -6% | -39% | 1% | -2% |
| COCc1c(C(=O)Nc2ccc(C)c(S(=O)(=O)N3CCOCC3)c2)oc2ccccc12 | . | -2 | 10% | 3% | . | -10% | . | -14% | 5% |
| CCC1CCCCN1C(=O)COC(=O)CSc1ccc(C(N)=O)cc1[N+](=O)[O-] (stereo unspecified) | 3%[12.7 µM] | -1 | 50%[activator] | -2% | 8% | i | 7% | -7% | 4% |
| O=C(O)/C=C/c1cn(Cc2ccccc2)nc1-c1ccccc1 | 7%[59 µM] | -2 | 15% | 9% | -2% | -1% | 3% | -14% | -1% |
| O=C1C2C3C=CC(CC3)C2C(=O)N1c1ccc(Br)cc1[N+](=O)[O-] (stereo unspecified) | -10% | -4 | -16% | -11% | 14% | -4% | -16% | -9% | -6% |
| CSCCC(NS(=O)(=O)c1ccc(Cl)cc1)C(=O)OCC(=O)NC12CC3CC(CC(C3)C1)C2 (stereo unspecified) | -2%[59 µM] | -1 | -4% | 1% | -1% | 15% | -6% | -19% | 1% |
| CCOc1ccc(NC(=S)N(Cc2ccc(Cl)cc2)Cc2ccco2)cc1 | 15%[0.0925 µM] | 1 | 19% | 12% | . | . | ? | -20% | 0% |
| Cc1ccc(N(C)C(=O)n2cnc3ccccc32)cc1 | -3%[59 µM] | 2 | 21% | 14% | -12% | 0% | -11% | -3% | 2% |
| O=C(CSc1nnc(-c2cccnc2)o1)Oc1ccccc1 | . | 9 | 12% | 26% | 1% | -9% | -2% | -3% | -1% |
| CC1=CCC(C(=O)O)C(C(=O)Nc2nc3ccc(S(C)(=O)=O)cc3s2)C1 (stereo unspecified) | -5%[59 µM] | -3 | 24% | 4% | 0% | -11% | 39%[activator] | -26% | -4% |
| CCc1ccc(NC(=O)CC2C(=O)N(c3cccc(OC)c3)C(=O)N2CCOC)cc1 (stereo unspecified) | . | 3 | 42%[activator] | -1% | -6% | -7% | -12% | 5% | -5% |
| CCOC(=O)N1CCC(N2Cc3cccc(C(=O)O)c3C2=O)CC1 | -4%[59 µM] | 0 | 40%[activator] | -7% | -11% | -8% | 12% | 3% | 1% |
| O=C(CSc1nc2ccsc2c(=O)n1NC(=O)c1ccccc1)Nc1nccs1 | 14%[59 µM] | 7 | 35% | -12% | 11% | -6% | 4% | -18% | -3% |
| CC1=C(C(=O)OCC2CCCO2)C(c2ccsc2)C2=C(CCCC2=O)N1 (stereo unspecified) | 12%[59 µM] | 2 | 25% | -2% | 5% | 3% | -15% | -4% | 7% |
| CSc1nc(N)nc(SCC(=O)c2ccccc2)c1C#N | ? | -2 | 40%[activator] | -9% | 2% | i | -6% | -8% | 0% |
| C=CCSc1nccc(-c2nn(-c3ccc(C)cc3)ccc2=O)n1 | 50µM* | -2 | 49% | 4% | -4% | 0% | -4% | -17% | 5% |
| Cc1ccc(NC(=O)CSc2nc3ccccc3c(=O)n2Cc2cccs2)cc1 | 29%[59 µM] | -9 | 33% | 7% | 3% | -2% | -9% | -1% | -14% |
| COc1cccc(-c2csc(-c3c(N)c(C(=O)c4ccccc4)n4ccccc34)n2)c1 | 11%[59 µM] | 3 | 55%[activator] | 5% | 1% | . | 2% | -10% | ? |
| CCC(C)(C)NC(=O)C(c1sccc1C)N(Cc1ccco1)C(=O)c1csnn1 (stereo unspecified) | 1% | 4 | 16% | -1% | -7% | i | ? | -5% | 1% |
| CCCn1c(SCC(=O)Nc2nc(-c3ccc(OC)cc3)cs2)nc2c1c(=O)n(C)c(=O)n2C | 10%[59 µM] | -8 | 14% | -8% | 41%[activator] | -10% | -5% | -21% | ? |
| CCN1C(=O)[C@@H]2[C@H](C1=O)[C@@H]1C[C@H]3C(=O)N(CC)C(=O)[C@H]3[C@@H]3C1=C(C(=O)N1C(=O)OC(=NCC4CC4)[C@]31C)[C@@H]2C | -11%[12.7 µM] | -3 | 37% | -3% | 0% | i | 1% | 5% | -6% |
| O=C(c1cc2cc(F)ccc2[nH]1)N1CCN(Cc2ccc3c(c2)OCO3)CC1 | 12% | -3 | 36% | 1% | -3% | 5% | -36% | -32% | -8% |
| Brc1cccc(-c2nnc(-c3ccccc3)o2)c1 | 17%[59 µM] | 2 | 80% | 2% | -1% | -3% | 28% | 29% | ? |
| CC1Sc2ccc(C(=O)N3CCCC(C(F)(F)F)C3)cc2NC1=O (stereo unspecified) | 9% | -3 | 32%[activator] | -3% | 0% | i | 6% | -13% | 3% |
| Cc1ccc(S(=O)(=O)Cn2nnnc2C(c2ccccc2)N2CCN(c3ccccc3)CC2)cc1 (stereo unspecified) | -3%[59 µM] | -2 | 6% | 7% | 3% | -8% | 3% | -33% | 2% |
| CCC(C)NC(=O)CSc1c2c(nc3ccccc13)CCCC2 (stereo unspecified) | 4% | 0 | 6% | 14% | -4% | i | 10% | -13% | 2% |
| COc1cc(N)c(Cl)cc1C(=O)OCC(=O)c1cccs1 | ? | -2 | 4% | -10% | -8% | -1% | 5% | -19% | -3% |

Next section.
| SMILES | G9a inh | PI4K2A inh | HP1b binding inh | GLS inhibitor | ERG Ets-DNA blk | Tb PGK inh | BAZ2B block | JMJD2A Tudor inh | Pin1 inh |
| --- | --- | --- | --- | --- | --- | --- | --- | --- | --- |
| CCN(Cc1nc2cc(Cl)ccc2c(=O)[nH]1)C(=O)c1cc2c(s1)CCCCC2 | -49% | 0 | -2% | 6% | -2% | -3% | 7% | -26% | 0% |
| CCc1nnc(NC(=O)CCC(=O)NC2CCCC2)s1 | 32%[activator] | 5 | 35% | 1% | -4% | -1% | 0% | 7% | -8% |
| CCC/S(CC1CC1(Cl)Cl)=N\S(=O)(=O)c1ccc(C)cc1 (stereo unspecified) | -37%[59 µM] | -7 | 12% | 11% | 4% | -3% | 3% | -9% | -8% |
| FC(F)(F)c1cc(Oc2ccc(Cl)cc2)ncc1-c1nnc(-c2ccc(Cl)cc2)o1 | . | -4 | 88%[activator] | -8% | 9% | i | 13% | 34%[activator] | 2% |
| CC(C)c1ccccc1NC(=O)CCc1nc2ccccc2s1 | 20µM* | -9 | 17% | -1% | -1% | i | -13% | -20% | -2% |
| CCOC(=O)c1c(S(=O)(=O)N2CCC(C)CC2)c(C)n(C)c1C | 13%[59 µM] | 2 | 41%[activator] | -3% | 17% | -8% | 2% | 5% | 0% |
| COc1cc(NC(=O)Nc2ccc3c(c2)OCO3)cc(OC)c1OC | ? | 1 | 8% | -3% | 1% | 2% | . | -15% | 6% |
| Cc1ccc(Cn2c(-n3nc(C)cc3C)nc3c2c(=O)[nH]c(=O)n3C)cc1 | -1% | 5 | 28% | -11% | 4% | -10% | -4% | -3% | -5% |
| CC1CN(c2ccc(Cl)cc2)c2nc3c(c(=O)n(CC(=O)O)c(=O)n3C)n2C1 (stereo unspecified) | 3%[59 µM] | 2 | 24% | -3% | -6% | -5% | -19% | -6% | 3% |
| NS(=O)(=O)c1ccc(-c2ccc(/C=C3\SC(=S)N(C4CCS(=O)(=O)C4)C3=O)o2)cc1 (stereo unspecified) | ? | 3 | 12% | -3% | ? | -6% | -28% | -20% | ? |
| C=CCn1c(SC2CCOC2=O)nc2sc(CC)cc2c1=O (stereo unspecified) | 2% | -3 | 14% | 13% | -4% | -7% | 6% | -23% | 0% |
| COc1cc(OC)cc(-c2c(-c3cccs3)c3cc(-c4cccc5[nH]ccc45)ccc3n2C)c1 | 1%[0.501 µM] | -1 | 23% | 5% | 1% | -1% | -4% | -24% | 28% |
| Cc1cc2c(c(=O)n1Cc1ccccn1)C(c1ccc3c(c1)OCO3)C(C#N)=C(N)O2 (stereo unspecified) | 8%[12.7 µM] | 1 | 54%[activator] | 13% | 4% | i | -18% | -18% | -3% |
| O=C(c1ccccc1F)N1CCC(c2nc3c(nnn3Cc3cccc(F)c3)c(=O)[nH]2)CC1 | 1µM* | 3 | 12% | 1% | -2% | 0% | -3% | -16% | -1% |
